TRPC6 act: activators of mouse TRPC6 channel | Q61143 | 0.13% of 310,000 active | B-score at 10 µM | AID 2550 | HEK293-TRPC6 membrane potential dye fluorescence; hits give high values;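 active = B-score of the integrated fluorescence ratio above library mean plus 3 SD, and starting fluorescence ratio within library mean plus 5 SD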;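 also: higher score means more depolarization so channel activation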
Target sequence (Q61143 whole entry, looked up): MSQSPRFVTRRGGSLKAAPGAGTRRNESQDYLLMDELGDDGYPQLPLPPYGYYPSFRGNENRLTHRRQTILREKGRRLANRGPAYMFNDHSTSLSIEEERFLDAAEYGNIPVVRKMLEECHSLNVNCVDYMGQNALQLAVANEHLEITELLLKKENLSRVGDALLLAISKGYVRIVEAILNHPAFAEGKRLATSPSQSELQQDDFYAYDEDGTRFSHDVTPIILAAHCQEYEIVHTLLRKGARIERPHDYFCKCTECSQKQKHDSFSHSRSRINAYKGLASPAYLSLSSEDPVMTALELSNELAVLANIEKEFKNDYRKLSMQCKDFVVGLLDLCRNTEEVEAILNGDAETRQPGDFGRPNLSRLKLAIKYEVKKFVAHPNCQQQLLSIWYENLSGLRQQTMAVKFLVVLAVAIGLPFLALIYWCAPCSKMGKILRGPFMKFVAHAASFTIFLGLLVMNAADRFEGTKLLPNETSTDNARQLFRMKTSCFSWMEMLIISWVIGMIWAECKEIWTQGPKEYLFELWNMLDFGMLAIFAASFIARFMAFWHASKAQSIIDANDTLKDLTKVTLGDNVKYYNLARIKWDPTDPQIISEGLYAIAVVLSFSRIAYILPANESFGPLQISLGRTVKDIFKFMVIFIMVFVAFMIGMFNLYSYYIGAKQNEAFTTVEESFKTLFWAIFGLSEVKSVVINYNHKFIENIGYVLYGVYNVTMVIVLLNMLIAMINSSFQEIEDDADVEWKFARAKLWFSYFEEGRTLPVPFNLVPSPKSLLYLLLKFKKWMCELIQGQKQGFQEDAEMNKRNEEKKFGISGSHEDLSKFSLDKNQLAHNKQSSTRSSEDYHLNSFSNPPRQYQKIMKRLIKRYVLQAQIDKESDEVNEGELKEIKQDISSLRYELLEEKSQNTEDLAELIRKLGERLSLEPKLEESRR
RGS4 block: human RGS4 inhibition; HEK293 M3R/RGS4 inducible, Fluo-4 calcium flux; hits give high values; triggered by carbachol at its EC20; 0.45% of 310,000 active; AID 463165; B-score at 10 µM; P49798;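 active = B-score, a plate-corrected calcium signal, over three deviations above library mean, with baseline fluorescence within five deviations of library mean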;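 also: RGS4 expression induced by doxycycline in cells with stable M3 receptor; B-score is computed from the integrated fluorescence ratio over baseline after carbachol; higher B-score means a larger calcium signal and so more RGS4 inhibition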
MrgX1 antag: blocks BAM8-22 activation of human MrgX1 receptor; Q96LB2; MRGX1-HEK293 calcium flux, Fluo-4, BAM8-22 antagonism; hits give low values; B-score at 10 µM; 1.3% of 310,000 active; AID 588676;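 active = calcium-response B-score plate-corrected more than 3 library SD below zero, starting fluorescence within 5 deviations, no agonist response on first addition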;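 also: peak minus trough fluorescence over baseline after final BAM8-22 challenge near maximal dose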
SKKanGAS inh: inhibitors of SKKanGAS S. pyogenes growth in kanamycin (SK-promoter or general growth effect) | AID 1662 | BacTiter-Glo, 6 h | 1.3% of 300,000 active | inhibition, % at 7.5 µM;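 active = mean replicate score, as percent of positive control median, at least 50; inconclusive = mean below 50 but one replicate at or above 50; inactive = mean and every replicate below 50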;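 also: strain carries kanamycin resistance gene driven by streptokinase promoter and grows in 40 µg/ml kanamycin; loss of luminescence reflects streptokinase promoter inhibition or plain growth inhibition; 0% = median of DMSO wells and 100% = positive control at its reference dose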
MrgX1 PAM: allosterically activates human MrgX1 receptor signaling; Q96LB2; AID 588675; 0.63% of 310,000 active; MrgX1-HEK293, Fluo-4 calcium flux, FDSS; hits give high values; B-score at 10 µM;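 active = plate-corrected calcium response at least 3 library SD above typical, normal starting fluorescence, not activating the receptor alone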;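 also: compound read alongside a low EC10 to EC30 dose of BAM8-22 agonist; peak minus trough fluorescence over baseline measured at the second addition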
RGS4 pot: RGS4 potentiation or activation; HEK293 M3R/inducible RGS4, carbachol calcium flux Fluo4; hits give low values; B-score at 10 µM; 0.92% of 310,000 active;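 active = B-score of the integrated calcium signal more than 4 SD below the library mean, with starting fluorescence not abnormally high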;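 also: negative B-score means reduced calcium response which marks RGS4 activation or potentiation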
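Assay system: Inducible-RGS4 HEK293 cells carrying M3 receptor | Schedule: Compound preincubation 20 min at room temperature before agonist | Signal: Kinetic calcium fluorescence imaging with Fluo4-AM dye, 2 µM | Read-out basis: B score from integrated fluorescence ratio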
MrgX1 ag: activates human MrgX1 receptor signaling. Q96LB2. MrgX1-HEK293 cells, Fluo-4 calcium fluorescence, agonist mode; hits give high values. B-score at 10 µM. 0.44% of 310,000 active. AID 588627;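 active = calcium response B-score plate-corrected fluorescence ratio at least 3 library SD, with starting fluorescence B-score inside 5 SD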
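System – MrgX1-expressing HEK293 cells · Incubation – cells plated overnight, dye loaded 0.5 h 37 °C, 0.5 h room temperature · Technique – kinetic Fluo-4 NW fluorescence of intracellular calcium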
Platelet DG rel: platelet dense granule release activity; inhibition, %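 (compounds screened at 7.5 µM in platelet-rich plasma)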; 0.22% of 300,000 active; human platelet-rich plasma, SFLLRN dense granule ATP release, luminescence;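 active = mean replicate score, as percent of positive control, at or above 50; inconclusive = mean below 50 but at least one replicate at or above 50; inactive = mean and every replicate below 50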
TRPC6 inhibitor: inhibitors of mouse TRPC6 channel. B-score at 10 µM. 1.1% of 310,000 active. HEK293-TRPC6, membrane potential dye, ACh-evoked depolarization; hits give low values. Q61143;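 active = B-score under library mean minus 3 SD, initial fluorescence not abnormally high, positive integrated signal ratio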;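 also: B-score derived from integrated fluorescence ratio over the kinetic read; more negative B-score means stronger inhibition of depolarization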
HIF act: HIF pathway transcriptional activation. U2OS HRE-luciferase reporter, luminescence; normalized: DMSO 0%, desferrioxamine 100%. activation, % at 7.5 µM (by protocol). 0.32% of 300,000 active. AID 1910;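 active = mean activation of at least 10% of the iron chelator positive control signal, with at least half of replicates also reaching 10%; inconclusive = mean and replicate majority disagree about reaching 10%; inactive = mean and most replicates under 10%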
TRPC4 inh: blocks the mouse TRPC4 cation channel; Q9QUQ5; HEK293 TRPC4beta/mu-opioid, DAMGO-evoked Fluo4 calcium flux; hits give low values; B-score at 10 µM; 0.39% of 300,000 active;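 active = B-score over 3 SD under the library average, no early fluorescence shift, positive overall ratio signal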
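material = TRPC4beta/mu-opioid receptor HEK293 cell line | probe or stimulus = sequential submaximal and maximal DAMGO stimulation | compound dosing = one concentration per compound | measured by = Fluo4 Ca2+ flux fluorescence | evaluation = integrated fluorescence ratio relative to baseline, converted to per-well B score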
* marks the source's active call; other numbers are inactive results; i = inactive; ? = inconclusive; nt = no result given.

molecule,TRPC6 act,RGS4 block,MrgX1 antag,SKKanGAS inh,MrgX1 PAM,RGS4 pot,MrgX1 ag,Platelet DG rel,TRPC6 inhibitor,HIF act,TRPC4 inh
C/C(=C\C(=O)c1ccccc1)Nc1ccc(O)cc1,i,i,i,6,i,i,i,5,i,0.3,i
C=CC(n1cncn1)C(O)(c1ccccc1)c1ccccc1 (configuration not stated),i,i,i,4,i,i,i,-1,i,0.0,i
COc1ccccc1C(=O)N(Cc1sccc1C)C1CCS(=O)(=O)C1 (configuration not stated),i,i,i,4,i,i,i,-4,i,nt,i
COc1ccccc1N(CN1CCCC1=O)C(=O)c1ccccc1F,i,i,i,5,i,i,i,-3,i,0.3,i
CCN1C(=O)C2C(c3cccc(F)c3)NC(CC)(C(=O)OC)C2C1=O (configuration not stated),i,i,i,0,i,i,i,-3,i,1.3,i
COc1nc(N(C#N)CC(N)=O)nc(N2CCCC2)n1,i,i,i,7,i,i,i,-1,i,-0.4,i
CCC(=O)Nc1c(-c2ccc(OC)cc2)c(=O)c2ccccc2n1C,i,i,i,2,i,i,i,-3,i,-0.3,i
O=C(c1ccccc1NS(=O)(=O)c1cccs1)N1CCOCC1,i,i,i,-6,i,i,i,-5,i,0.6,i
COc1ccc(S(=O)(=O)NCCc2c[nH]c3ccc(C)cc23)cc1,i,i,i,-4,i,i,i,1,i,-1.0,i
C=CCn1c(COc2ccccc2C)nnc1SCC(=O)O,i,i,i,1,i,i,i,-40,i,0.0,i
CC(=O)O/N=C/c1c(C)c(C=O)n2ccccc12,i,i,i,4,i,i,i,3,i,1.3,i
COc1ccccc1-c1nnc(-c2ccc(N3CCOCC3)cc2)o1,i,i,i,-2,i,i,i,1,i,3.6,i
Cc1cc(C)nc(N/N=C/c2cc(Br)ccc2O)n1,i,i,i,69*,i,i,i,8,i,34*,i
COc1ccc(C(C)=O)cc1CSc1nc2cc(Cl)ccc2o1,i,i,i,43,i,i,i,-2,i,-0.3,i
Cc1cc(Br)c2c(c1)/C(=C/C(=O)c1cccs1)C(=O)N2,i,i,i,-2,i,i,i,3,i,-0.2,i
O=C(NC1CCC(O)CC1)c1ccc(-c2ccc(Cl)cc2)o1 (configuration not stated),i,i,i,-9,i,i,i,-14,i,3.6,i
Cc1cc2nc(C3CCN(C(=S)NCC(C)C)CC3)[nH]c2cc1C,i,i,i,3,i,i,i,2,i,0.1,i
Cc1c(C(=N)C(C#N)C#N)c(=N)oc2c1ccc1ccccc12,i,i,i,14,i,i,i,-3,i,1.9,i
Cc1cc(C)c(S(=O)(=O)n2ccc3ccccc32)c(C)c1,i,i,i,-4,i,-9.5*,i,21,i,0.6,i
O=C(CCN1CCN(Cc2ccccc2)CC1)NNC(=O)Nc1cccc(Cl)c1,i,i,i,-14,i,i,i,7,i,0.6,i
Cc1cc(NC(=O)CSc2nnc(C)n2-c2ccccc2C)no1,i,i,i,11,i,i,i,0,i,0.9,i
CCN(c1cccc(C)c1)C1C(=O)c2ccccc2N1C(C)=O (configuration not stated),i,i,i,-3,i,i,i,-2,i,-3.2,i
CC12CCC(C(=O)NNC(=O)c3ccccc3)(OC1=O)C2(C)C (configuration not stated),i,i,i,?,i,i,i,5,i,-0.5,i
CC(=O)N1CCCc2cc(S(=O)(=O)NC(C(=O)NC3CCCCC3)C(C)C)ccc21 (configuration not stated),i,i,i,-9,i,i,i,-20,i,-0.2,i
O=C(NC1CC1)c1cc2c(s1)-c1ccccc1OC2,i,i,-5.2*,-10,i,i,i,6,i,3.3,i
O=C(c1ccccc1)n1ccc(-c2cccs2)n1,i,i,i,4,i,i,i,12,i,0.6,i
O=C(COc1ccc2ccccc2c1)N1CCNCC1,i,i,i,0,i,i,i,-1,i,1.0,i
COc1ccccc1N1CCN(/N=C/c2cccc(O)c2)CC1,i,i,i,-15,i,i,i,-8,i,0.7,i
COc1ccc(C(=O)Nc2sc(C)c(C)c2CN2CC(C)OC(C)C2)cc1 (configuration not stated),i,i,i,0,i,i,i,3,i,3.0,i
N#CCSc1nnc(-c2ccc(F)cc2)n1N,i,i,i,5,i,i,i,20,i,-1.0,i
COc1cccc(N2C(=O)C3CCCN3C2=S)c1 (configuration not stated),i,i,i,-1,i,i,i,3,i,-5.0,i
COc1cccc(C(=O)NCCS(=O)(=O)N2CCOCC2)c1,i,i,i,-2,i,i,i,2,i,-0.2,i
COC(=O)C1=C(C)N(C)C(=O)NC1c1ccsc1 (configuration not stated),i,i,i,10,i,i,i,1,i,0.1,i
FC(F)(F)C1CC(c2cccs2)Nc2ncnn21 (configuration not stated),i,i,i,-3,i,i,i,-6,i,0.2,i
COc1ccc(OC)c(CCNC(=O)c2ccc3c(=O)[nH]c4c(C(=O)NC(C)C)sc(=S)n4c3c2)c1,i,i,-8*,-3,i,-8.8*,i,7,i,0.6,i
COCCOC(=O)C1=C(C)NC(=O)NC1c1c(OC)ncnc1OC (configuration not stated),i,i,i,0,i,i,i,-3,i,-0.2,i
Cc1ccc(S(=O)(=O)Cc2ccc(C(=O)N3CCN(c4ccc(F)cc4)CC3)o2)cc1,i,i,i,-4,i,i,i,-3,i,nt,i
COc1ccc(/C(N)=N/OC(=O)C2CCC(=O)N2S(=O)(=O)c2ccc(C)cc2)cc1 (configuration not stated),i,i,i,-4,i,i,i,-1,i,0.3,i
C/C(Cn1nc([N+](=O)[O-])cc1C)=N\NC(=O)c1ccc(C(C)(C)C)cc1,i,i,i,-16,i,i,i,-6,i,-0.2,i
OC(CCN1CCC2(CC1)OCCO2)C(F)(F)F (configuration not stated),i,i,i,1,i,i,i,2,i,-0.4,i
COC(=O)CNC(=O)c1cc(-c2ccncc2)nc2ccc(C)cc12,i,i,i,4,i,i,i,5,i,0.1,i
O=C(Nc1ccc2nn(-c3ccccc3)nc2c1)c1ccc2c(c1)OCO2,i,i,i,11,i,i,i,8,i,0.2,i
CCCCNC(=O)CSc1nnc(-c2c[nH]c3ccccc23)n1CC1CCCO1 (configuration not stated),i,i,i,3,i,i,i,-1,i,-0.1,i
CCOC(=O)CSc1nc2ccccc2c(=O)n1CC1CCCO1 (configuration not stated),i,i,i,-1,i,i,i,0,i,-0.2,i
Cc1cccc2cc(CN(CC3CCCO3)C(=O)c3cnccn3)c(=O)[nH]c12 (configuration not stated),i,i,nt,-10,nt,i,nt,-4,i,0.0,i
CCN(Cc1ccccc1)C(=O)C1CCN(CC2CC=CCC2)CC1 (configuration not stated),i,i,i,-10,i,i,i,18,i,-0.2,i
COC(=O)CN1C(=S)N(C)C(=O)/C1=C/c1cccs1,i,i,i,0,i,i,i,3,i,-0.1,i
CC(/C=C/c1ccco1)=N\NC(=O)c1cc(C)[nH]n1,i,i,i,1,i,i,i,1,i,0.1,i
O=C(CCc1ccc(S(=O)(=O)N2CCOCC2)cc1)NCCc1ccccn1,i,i,i,4,i,i,i,1,i,0.0,i
O=C(N1CCN(c2ccc(F)cc2)CC1)C1(c2cccs2)CCOCC1,i,i,i,-4,i,i,i,-6,i,-0.5,i

(listing goes on)
molecule,TRPC6 act,RGS4 block,MrgX1 antag,SKKanGAS inh,MrgX1 PAM,RGS4 pot,MrgX1 ag,Platelet DG rel,TRPC6 inhibitor,HIF act,TRPC4 inh
Cc1cc(N2C(=O)Cc3ccccc3C2=O)ccc1C(C)C,i,i,i,-7,i,i,i,4,i,1.7,i
CCC1=Nc2cc(C(=O)NCCN3CCOCC3)ccc2Sc2ccc(C)cc21,i,i,i,2,i,i,i,-16,i,-0.4,i
Cc1[nH]n(-c2ccc(Br)cc2)c(=O)c1/C=N/NC(=O)c1ccccc1,i,i,i,90*,i,i,i,-2,i,1.1,i
N#Cc1cn(CC(=O)NCc2cccnc2)c2ccccc12,i,i,i,-6,i,i,i,-8,i,-0.2,i
NS(=O)(=O)c1cccc(NC(=O)COC(=O)Cc2ccc(Cl)cc2)c1,i,i,i,-13,i,i,i,-1,i,0.1,i
COc1ccc2nc(C(C)O)[nH]c2c1 (configuration not stated),i,i,i,2,i,i,i,1,i,-0.2,i
O=C(/C=C/c1ccco1)Oc1ccc(C(=S)N2CCOCC2)cc1,i,i,i,5,i,i,i,12,i,0.1,i
CCOc1ccc(Cc2c(Cl)nc(SC)nc2N(C)C)cc1,i,i,i,-9,i,i,i,3,i,-0.4,i
Cc1c(C(=O)OC2CCCCC2)[nH]c2c1C(=O)CC(C)(C)C2,i,i,i,2,i,i,i,-2,i,0.3,i
CCCC(=O)Nc1nc(-c2ccc3c(c2)CCN3S(C)(=O)=O)cs1,i,i,i,13,i,i,i,15,i,0.1,i
NS(=O)(=O)c1ccc(N=Nc2c(O)c(C(=O)O)cc3ccccc23)cc1,i,i,i,15,i,i,i,-1,i,-5.3,i
O=C(N/N=C/c1cccc2ccccc12)c1ccccc1Cl,i,i,i,2,i,i,i,3,i,1.6,i
COc1ccccc1NC(=S)N1CCN(c2ncccn2)CC1,i,i,i,-1,i,i,i,-3,i,-0.4,i
CC(CNC(=S)Nc1cc(F)cc(F)c1)CSc1ccc(Cl)cc1 (configuration not stated),i,i,i,55*,i,i,i,14,i,-1.2,i
NC(=O)CC(NC(=O)Cc1cccc2ccccc12)c1ccc(NC2CCCCCC2)c([N+](=O)[O-])c1 (configuration not stated),i,i,i,10,i,i,i,6,i,-0.5,nt
COc1ccc(CCC(=O)Nc2ccc(C)c([N+](=O)[O-])c2)cc1,i,i,i,-1,i,i,i,-5,i,0.0,i
O=c1oc2ccccc2cc1-c1nc(-c2cccs2)cs1,i,i,i,-14,i,i,i,1,i,1.2,i
